Bioassay records deposited in PubChem by several laboratories.
PG9 binder – binds the HIV-1 gp120 antibody PG9; TR-FRET gp120-PG9 antibody binding; inhibition, % at 6.7 µM; actives 0.43% (n = 360,000); AID 624416; in the data active means inhibition above about 8.5%
Rev-erbA mod – Rev-erb alpha (human) modulation. AID 1259318. activity, % at 10 µM. Rev-erbα–FITC-DNA binding, fluorescence polarization, 90 min. P20393. actives 0.79% (n = 370,000);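 active means activity above about 14%, limit read from the data; passing the limit was not always enough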;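 further: 0% = DMSO wells with 35 nM protein and 100% = DMSO wells with 750 nM protein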
Target sequence (P20393 whole entry, looked up): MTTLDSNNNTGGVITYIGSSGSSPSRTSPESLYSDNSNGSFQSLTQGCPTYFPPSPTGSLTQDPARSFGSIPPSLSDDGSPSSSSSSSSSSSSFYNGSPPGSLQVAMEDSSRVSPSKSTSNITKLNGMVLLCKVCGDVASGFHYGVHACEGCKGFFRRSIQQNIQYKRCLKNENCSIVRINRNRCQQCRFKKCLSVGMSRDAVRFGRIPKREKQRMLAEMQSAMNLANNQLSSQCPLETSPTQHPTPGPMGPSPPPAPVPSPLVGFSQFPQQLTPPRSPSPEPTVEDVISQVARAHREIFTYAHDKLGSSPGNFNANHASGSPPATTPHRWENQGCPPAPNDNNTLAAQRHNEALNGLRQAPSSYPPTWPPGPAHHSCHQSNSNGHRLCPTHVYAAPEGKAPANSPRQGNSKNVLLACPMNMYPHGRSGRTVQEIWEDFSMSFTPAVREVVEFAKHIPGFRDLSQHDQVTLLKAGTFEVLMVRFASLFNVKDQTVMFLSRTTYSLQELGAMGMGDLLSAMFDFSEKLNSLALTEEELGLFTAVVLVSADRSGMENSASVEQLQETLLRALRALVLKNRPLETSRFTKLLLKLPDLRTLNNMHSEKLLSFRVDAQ
NPR2 activator – GC-B (human) receptor activation; P20594; HEK293-GC-B cells, CNP EC30, cGMP TR-FRET; 0% at EC30 CNP, 100% saturating CNP; actives 0.11% (n = 370,000); activation, % at 10 µM;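 active means activation at 10 µM reaching about 35% in either raw or pattern-adjusted values, limit read from the data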
ABHD4 inh – inhibitors of mouse ABHD4. AID 720543. Q8VD66. actives 0.54% (n = 370,000). purified mABHD4, FP-Rh probe fluorescence polarization. inhibition, % at 8.92 µM;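 active means inhibition exceeding the mean over every tested compound plus 3 SD, cut at about 30% in these data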;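 further: 0% = plate median of compound wells and 100% = S159A mutant with DMSO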
Target sequence (Q8VD66 whole entry, looked up): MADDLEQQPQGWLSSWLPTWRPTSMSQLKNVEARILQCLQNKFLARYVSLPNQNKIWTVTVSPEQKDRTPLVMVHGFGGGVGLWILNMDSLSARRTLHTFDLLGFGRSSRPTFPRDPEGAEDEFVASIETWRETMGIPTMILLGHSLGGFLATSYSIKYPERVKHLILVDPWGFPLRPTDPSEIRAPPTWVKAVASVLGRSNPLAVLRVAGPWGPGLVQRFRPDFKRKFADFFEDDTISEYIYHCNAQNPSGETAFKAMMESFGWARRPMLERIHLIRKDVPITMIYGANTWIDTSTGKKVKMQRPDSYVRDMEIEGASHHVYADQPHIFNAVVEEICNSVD
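Assay system: mABHD4 protein; medium: HEPES pH 7.0, NaCl, Pluronic buffer; dosing: 8.92 µM, single dose; schedule: 45 min + 60 min at 25 °C; signal: FP readout, ex 525 nm / em 598 nm; read-out: normalized percent inhibition of probe labeling; repeats: single replicate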
ASAP1 GAP inh – blocks human ASAP1-stimulated Arf1 GTP hydrolysis; Q9ULH1; actives 0.19% (n = 360,000); inhibition, % at 16.5 µM; GDP FP detection; in the data active means inhibition above about 25%;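 further: 0% = vehicle with enzyme and substrate and 100% = no enzyme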
ARFGAP1 inhibitor – rat ARFGAP1 inhibition; Q62848; Arfgap1-stimulated ARF1 GTP hydrolysis, GDP FP detection; inhibition, % at 16.5 µM; actives 0.26% (n = 360,000); AID 651572;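 active means inhibition above a per-plate limit, mean inhibition of low control wells plus 3 SD, cut at about 25% in these data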;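 further: 0% = DMSO wells with enzyme and 100% = wells lacking Arfgap1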
Target sequence (Q62848 1-136 limits assumed): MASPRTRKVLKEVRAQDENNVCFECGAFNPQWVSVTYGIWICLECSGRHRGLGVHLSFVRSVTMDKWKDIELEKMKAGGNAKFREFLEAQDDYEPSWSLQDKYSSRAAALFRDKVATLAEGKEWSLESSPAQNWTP
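Material: rat Arfgap1 GAP domain (His6, aa 1-136), purified enzyme. Also added: human ARF1(Δ1-17)-GTP substrate. Compound dosing: 16.5 µM single point, 1.26% DMSO. Timing: enzyme reaction 120 min at 25 °C after 20 min preincubation. Signal: GDP detection by fluorescence polarization. Read-out basis: percent inhibition of GAP-stimulated GDP formation, scaled between DMSO and no-Arfgap1 medians.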
rCAG binder – molecules binding r(CAG) RNA repeats; r(CAG) RNA repeat, TO-PRO-1 dye displacement fluorescence; inhibition, % at 3 µM; actives 1.3% (n = 370,000); AID 651821;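 active means inhibition above the plate cutoff, the mean of all test compounds on that plate plus 3 SD, cut at about 35% in these data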;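 further: 0% = DMSO alone and 100% = 100 µM mitoxantrone as full dye displacement; higher means more dye released from RNA so lower well fluorescence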
GC-A act – GC-A (human) enzyme activation; P16066; HEK293 GC-A cells, cGMP TR-FRET, EC30 ANP; 0% at EC30 ANP, 100% saturating ANP; activation, % at 10 µM; actives 0.14% (n = 370,000); in the data active means activation above about 40%
SMARCA2 act – SMARCA2 function activation, primary screen; MG213 cells, MMTV-luciferase reporter, dexamethasone, overnight; activation, % at 9.1 µM; actives 1% (n = 370,000); in the data active means activation above about 7.8%;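 further: 0% = vehicle wells and 100% = reference activator wells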
HTRA1 inh – blocks human HTRA1 serine peptidase; inhibition, % at 5.96 µM; AID 504803; recombinant HTRA1, FP-rhodamine activity-based probe, fluorescence polarization; Q92743; actives 0.5% (n = 340,000); in the data active means inhibition above about 36%;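 further: 0% = enzyme with DMSO and 100% = wells lacking enzyme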
Starred values were filed as active, the others as inactive; . = no result given.

The opening seven entries as a preview:
SMILES | PG9 binder | Rev-erbA mod | NPR2 activator | ABHD4 inh | ASAP1 GAP inh | ARFGAP1 inhibitor | rCAG binder | GC-A act | SMARCA2 act | HTRA1 inh
CCCCCOCC1CC(C/C(C)=N/Nc2nc(-c3ccccc3)cs2)C(=O)O1 (stereo unspecified) | -0.5 | 0 | 6 | 5 | 9 | -2 | 20 | 5 | 3 | -3
CN(CC1CCCN(CCc2cccc(C(F)(F)F)c2)C1)C(=O)c1ccc2nc[nH]c2c1 (stereo unspecified) | 1.1 | 4 | 3 | -9 | 5 | -2 | -4 | 6 | -1 | -5
CC(=O)Nc1nc(-c2ccc(Cl)cc2)nc(C)c1C(C)=O | -0.1 | 2 | -8 | 4 | 1 | -8 | -3 | 14 | 3 | -2
CC(=O)C1=C(O)C(=O)N(c2cccnc2)C1c1cccc([N+](=O)[O-])c1 (stereo unspecified) | 1.1 | 0 | -1 | 2 | 3 | 11 | 0 | 3 | -3 | 0
Cc1cc(C(=O)N2CCN(S(=O)(=O)c3ccccc3F)CC2)c(C)o1 | -0.3 | -4 | 0 | 1 | 3 | -7 | -1 | -1 | -2 | 3
Cc1ccccc1NC1=C(Cl)C(=O)OC1OC(=O)c1ccccc1C (stereo unspecified) | 2.0 | 6 | 1 | -1 | 10 | -2 | 1 | 2 | 0 | -43
COc1ccccc1OCC(=O)n1cc(C(=O)c2cc(Cl)cc(Cl)c2O)cn1 | -0.5 | 1 | 2 | 5 | 6 | 1 | 1 | 2 | -2 | 6

The whole of this part, from the start:
SMILES | PG9 binder | Rev-erbA mod | NPR2 activator | ABHD4 inh | ASAP1 GAP inh | ARFGAP1 inhibitor | rCAG binder | GC-A act | SMARCA2 act | HTRA1 inh
CCCCCOCC1CC(C/C(C)=N/Nc2nc(-c3ccccc3)cs2)C(=O)O1 (stereo unspecified) | -0.5 | 0 | 6 | 5 | 9 | -2 | 20 | 5 | 3 | -3
CN(CC1CCCN(CCc2cccc(C(F)(F)F)c2)C1)C(=O)c1ccc2nc[nH]c2c1 (stereo unspecified) | 1.1 | 4 | 3 | -9 | 5 | -2 | -4 | 6 | -1 | -5
CC(=O)Nc1nc(-c2ccc(Cl)cc2)nc(C)c1C(C)=O | -0.1 | 2 | -8 | 4 | 1 | -8 | -3 | 14 | 3 | -2
CC(=O)C1=C(O)C(=O)N(c2cccnc2)C1c1cccc([N+](=O)[O-])c1 (stereo unspecified) | 1.1 | 0 | -1 | 2 | 3 | 11 | 0 | 3 | -3 | 0
Cc1cc(C(=O)N2CCN(S(=O)(=O)c3ccccc3F)CC2)c(C)o1 | -0.3 | -4 | 0 | 1 | 3 | -7 | -1 | -1 | -2 | 3
Cc1ccccc1NC1=C(Cl)C(=O)OC1OC(=O)c1ccccc1C (stereo unspecified) | 2.0 | 6 | 1 | -1 | 10 | -2 | 1 | 2 | 0 | -43
COc1ccccc1OCC(=O)n1cc(C(=O)c2cc(Cl)cc(Cl)c2O)cn1 | -0.5 | 1 | 2 | 5 | 6 | 1 | 1 | 2 | -2 | 6
Cc1ccccc1OCC(=O)Nc1ccc2[nH]ncc2c1 | -2.2 | -2 | 2 | -1 | 9 | -2 | 1 | -2 | 0 | -6
O=C(c1ccc2c(=O)n(Cc3ccccc3Cl)c(=S)[nH]c2c1)N1CCCC1 | -2.0 | 3 | -5 | -1 | 2 | -8 | 4 | 26 | -2 | -6
CCOC(=O)N1CCC(NC(=O)c2cc3sccc3n2CC)CC1 | -0.7 | -3 | -7 | -3 | 1 | 3 | -6 | -3 | -1 | 0
O=C1C(Cc2cccc([N+](=O)[O-])c2)SC(=Nc2ccccc2)N1c1ccccc1 (stereo unspecified) | -2.8 | 0 | 0 | 3 | 7 | 6 | 2 | 3 | -2 | -8
CC1CCC(NC(=O)c2cc(Cl)nc3ccccc23)CC1 (stereo unspecified) | 0.0 | 0 | -1 | 10 | 9 | 11 | 3 | -5 | -4 | 2
COc1cc(/C=C(\C(=O)O)c2ccc(S(=O)(=O)N3CCCC3)s2)ccc1OCCC(C)C | 0.6 | -7 | -2 | -10 | 9 | -5 | 72* | -5 | -3 | -11
CCc1ccc(OCC(=O)Nc2ccc(N3CCN(S(C)(=O)=O)CC3)cc2)cc1 | 0.8 | -5 | -1 | -2 | -15 | 2 | -1 | -4 | 1 | 5
COc1ccccc1-c1cc(C(F)(F)F)nc(N2CCCCC2)n1 | 1.4 | -4 | 7 | 10 | -2 | 1 | -2 | 0 | 0 | 6
COCCCC1CCN(C(=O)C2CCC(=O)N(Cc3cccc(F)c3)C2)CC1 (stereo unspecified) | 1.1 | -2 | 3 | -5 | 7 | -1 | -8 | 4 | -1 | -3
COC(=O)COc1ccc(C)cc1-n1nc2ccccc2n1 | -0.1 | -2 | 5 | 0 | 6 | 0 | -4 | 1 | -2 | 0
CCOc1ccc(NC(=O)CSc2nccn2C)cc1 | -1.2 | -1 | -3 | 1 | -19 | -2 | -2 | 3 | 8.8* | -8
Cc1cc(C)c(NC(=O)c2ccc(S(=O)(=O)N3CCOCC3)cc2)c(C)c1 | 1.4 | 2 | 3 | -1 | 3 | -15 | 2 | 4 | -3 | 3
CCOC(=O)c1cccc(NC(=O)CN(c2ccc(OC)cc2)S(=O)(=O)c2c(C)noc2C)c1 | 1.4 | -3 | -8 | -11 | 12 | 15 | 3 | -2 | 1 | -22
Cc1ccc(C(=O)OCC(=O)NCc2cccs2)c(C)c1 | -1.3 | -3 | 6 | -6 | 1 | -5 | -2 | 3 | 1 | -8
NS(=O)(=O)c1ccc(N=Nc2ccc(=O)[nH]c2O)cc1 | -5.7 | -8 | -1 | 10 | -8 | 10 | 8 | -1 | 2 | 1
Cc1nc2ccccc2n1CC(O)c1ccccc1 (stereo unspecified) | 0.1 | -1 | -5 | 5 | -20 | 1 | 1 | 0 | -1 | 2
Cc1cc(C)cc(NC(=O)COC(=O)COc2cccc3c2OC(C)(C)C3)c1 | 1.1 | 1 | -8 | 0 | 2 | -8 | -7 | 2 | 0 | -5
COc1ccccc1CNC(=O)COC(=O)c1c(C)nn(-c2ccccc2)c1Cl | -1.2 | 1 | 1 | -4 | 10 | -2 | -7 | -6 | 1 | 2
OCCC1CN(Cc2cccn2-c2nccs2)CCN1CCc1ccccc1 (stereo unspecified) | 0.5 | 3 | 1 | -2 | 13 | -5 | -7 | 1 | -2 | -4
CCC1CCCCN1CCCNC(=O)Cn1cnc2sc(C)c(S(=O)(=O)N3CCC(C)CC3)c2c1=O (stereo unspecified) | -2.5 | 0 | 2 | -1 | -3 | 0 | 1 | 6 | 0 | 11
CCC1(CC)NC(=O)N(CC(=O)OCC(=O)Nc2ncc(Cl)cc2Cl)C1=O | -0.2 | 3 | 2 | -7 | -3 | 10 | 4 | 2 | 1 | 5
CC(C)NC(=O)NC(=O)COC(=O)c1cccc(S(=O)(=O)N2CCCCC2)c1 | -2.4 | 2 | 4 | 3 | -3 | 10 | -3 | 0 | -1 | 3
CC1CCc2c(C(=O)Nc3nccs3)csc2C1 (stereo unspecified) | -0.9 | -5 | -21 | 0 | 5 | -14 | 1 | 0 | 7 | -11
Cc1ccc(C)c(NC(=O)CSc2nnc(-c3ccccc3C)o2)c1 | 4.0 | -1 | 1 | -2 | 5 | 1 | -4 | -2 | 5 | -1
CC(C(=O)Nc1ccc(F)cc1Cl)N1CCN(S(=O)(=O)c2cccs2)CC1 (stereo unspecified) | 1.8 | 0 | -1 | 4 | -4 | 3 | 1 | 1 | 0 | -11
CC(=O)n1nc(-c2ccc(C)cc2)nc1NCc1ccc(F)cc1 | -0.8 | -8 | -7 | -8 | 3 | 5 | -2 | 3 | 5 | -7
CCNC(=O)COc1cccc2ccccc12 | -1.3 | -2 | -2 | -1 | -4 | -7 | 1 | 4 | -2 | 1
COc1cccc2c1OC1(C)CC2NC(=O)N1Cc1ccccc1 (stereo unspecified) | -0.1 | 5 | 8 | -3 | -2 | 7 | -5 | 4 | -2 | 0
C=CCn1c(CSc2ccccc2[N+](=O)[O-])n[nH]c1=S | 0.9 | -18 | -8 | 9 | 12 | -9 | 34 | -14 | 1 | 9
O=C(Nc1ccc(F)cc1F)c1cc(-c2ccc(Cl)cc2)nc2ccccc12 | . | 5 | -5 | 0 | . | . | 4 | 0 | 0 | .
Cc1ccc(S(=O)(=O)N(CC(=O)N/N=C/c2cccc3c2OCCO3)c2ccccc2F)cc1 | -1.4 | -1 | -7 | -17 | -7 | 7 | 11 | 1 | -1 | -59
CCOC(=O)c1c(C)[nH]c(C)c1C(=O)COC(=O)c1cc(OC)cc(OC)c1 | -1.4 | 2 | -10 | -9 | 2 | -1 | -3 | -17 | 0 | -16
Cc1c(Br)cccc1NC(=O)C1(C)CCN1C(C)C (stereo unspecified) | 0.3 | -2 | -1 | 1 | 9 | 6 | -3 | -2 | -1 | .
Nc1[nH]c(C(=O)c2ccccc2)c(-c2ccccc2Br)c1C(=O)c1ccccc1 | -0.3 | -5 | 4 | 16 | -7 | 3 | 7 | -5 | -3 | .
Cc1cccc(OCCNC(=O)c2cccc(Oc3ccc(C(F)(F)F)cc3[N+](=O)[O-])c2)c1 | 0.6 | -7 | 1 | -22 | 14 | 10 | 4 | 1 | -5 | -36
COc1ccc(CC(=O)Nc2ccc(/C(C)=N/NC(=O)c3ccc(OC)cc3OC)cc2)cc1 | -0.8 | -11 | -2 | -5 | 2 | -8 | 3 | 3 | 0 | -14
CC1CN(/C(=N\S(=O)(=O)c2ccccc2)c2ccccc2)CC(C)O1 (stereo unspecified) | -2.7 | -2 | 2 | 2 | -3 | -8 | -4 | 2 | 3 | -7
CN1C(=O)c2ccc(NC(=O)c3c(F)c(F)c(F)c(F)c3F)cc2C1=O | 0.0 | -3 | 0 | 6 | 10 | -4 | -3 | 1 | -1 | -1
O=C(c1[nH]c(C(F)(F)F)nc1-c1ccccc1)N1CCC2(CC1)C(=O)NCN2c1ccccc1 | -0.5 | 2 | -3 | 2 | -9 | -5 | 6 | 2 | -3 | .
COc1ccc(C)cc1N(C(=O)c1ccco1)C(C(=O)NC1CCCC1)c1cc(OC)c(OC)c(OC)c1 (stereo unspecified) | -0.9 | -3 | -3 | 5 | -6 | -6 | -9 | -12 | -2 | -2
Cc1cc(C(=O)N/N=C/c2cccnc2)c2ccccc2n1 | -1.2 | 2 | -2 | 3 | 1 | -7 | 1 | 1 | -2 | 2
CSc1nc2ccccc2n1C(=O)NC1CCCCC1 | 0.6 | 2 | 0 | -4 | -17 | 0 | 3 | 1 | -4 | 1
CCC(C)NC(=O)C1c2ccccc2C(=O)N(c2ccc(OC)cc2)C1c1ccc(OC)cc1 (stereo unspecified) | -0.2 | 5 | 3 | -5 | 2 | 10 | -6 | -7 | -1 | -6
CCC(=O)Nc1cccc(NC(=S)NC(=O)c2ccc(Cl)cc2Cl)c1 | 1.8 | 2 | 0 | -11 | 2 | -2 | 6 | -1 | -1 | -6
Cc1cccc(-n2c(SCC(=O)c3c(N)n(C4CC4)c(=O)[nH]c3=O)nnc2N2CCOCC2)c1 | -0.5 | 3 | -1 | -3 | 1 | -1 | 0 | 4 | -4 | 6
Cc1ccc(S(=O)(=O)CC(=O)Nc2nnc(C(C)(C)C)s2)cc1 | -1.6 | -1 | 2 | 3 | -2 | -12 | 5 | 1 | 1 | -7
